Assay outcomes deposited in PubChem by National Center for Advancing Translational Sciences (NCATS).
IMPase inh: membrane-permeable compound that blocks inositol monophosphatase; inhibition (IP1 accumulation), % at 46.1 µM; CHO-M1 cells, IP1 accumulation, HTRF TR-FRET ratio; 120,000 tested, under 10 active; P97697; active = well fitted curve in the direction sought with a large enough effect in the signal ratio, not every such curve was filed as active; inconclusive = small, poorly fitted or top-dose-only effect, or a change in a side signal; inactive = no such curve, though single readings can be large or run the other way; the % refers to the signal ratio;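 note: cells stimulated with carbachol in lithium chloride buffer; plate controls were DMSO basal wells for no effect and reference inhibitor wells for full effect; higher means more IMPase inhibition seen as more IP1 and lower FRET ratio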
Target sequence (P97697 whole entry, looked up): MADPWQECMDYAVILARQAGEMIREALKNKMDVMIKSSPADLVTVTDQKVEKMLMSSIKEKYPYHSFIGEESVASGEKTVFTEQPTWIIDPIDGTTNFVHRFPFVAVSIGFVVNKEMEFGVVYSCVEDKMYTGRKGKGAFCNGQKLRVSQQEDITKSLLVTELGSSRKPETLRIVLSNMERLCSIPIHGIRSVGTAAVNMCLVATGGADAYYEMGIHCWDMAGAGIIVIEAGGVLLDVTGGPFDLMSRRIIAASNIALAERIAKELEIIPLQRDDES
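Cellular IMPase inhibition is scored as a rise in cytosolic IP1, detected by competitive TR-FRET between d2-labelled IP1 and a europium anti-IP1 antibody. M1-expressing CHO cells were stimulated with carbachol for 30 min at 37C, with lithium (50 mM LiCl) present in the buffer.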
ALOX15B inhib: 15-hLO-2 (ALOX15B) enzyme inhibition; O15296; purified 15hLO-2, xylenol orange hydroperoxide absorbance; Potency, µM (series often up to 57.1 µM), for the others: top-dose activity change, negative = inhibition, usual class: inhibitors; 110,000 tested, 0.56% active; note: potency is the fitted concentration of half-maximal effect; nearly all actives have a fitted effect of over 60% in size; many of its hits are not listed in these tables
Target sequence (O15296 whole entry, looked up): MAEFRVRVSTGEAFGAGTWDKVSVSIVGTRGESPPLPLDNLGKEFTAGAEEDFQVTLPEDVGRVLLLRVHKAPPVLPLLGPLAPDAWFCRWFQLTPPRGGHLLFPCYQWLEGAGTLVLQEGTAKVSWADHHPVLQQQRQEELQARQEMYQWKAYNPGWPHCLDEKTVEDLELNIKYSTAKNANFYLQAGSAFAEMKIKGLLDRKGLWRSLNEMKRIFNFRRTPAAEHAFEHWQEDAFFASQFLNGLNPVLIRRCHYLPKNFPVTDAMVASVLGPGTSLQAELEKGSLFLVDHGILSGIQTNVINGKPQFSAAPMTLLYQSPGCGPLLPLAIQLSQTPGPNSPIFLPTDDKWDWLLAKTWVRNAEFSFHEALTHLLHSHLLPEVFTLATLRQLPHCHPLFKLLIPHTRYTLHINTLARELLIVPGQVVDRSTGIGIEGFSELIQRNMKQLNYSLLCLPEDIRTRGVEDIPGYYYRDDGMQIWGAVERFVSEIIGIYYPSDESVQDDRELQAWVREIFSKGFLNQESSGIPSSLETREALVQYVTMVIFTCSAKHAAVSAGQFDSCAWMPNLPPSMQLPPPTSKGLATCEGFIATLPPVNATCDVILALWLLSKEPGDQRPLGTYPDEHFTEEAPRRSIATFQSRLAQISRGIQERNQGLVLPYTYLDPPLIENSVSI
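Purified human 15hLO-2 (50 nM) preincubated 15 min with compound, then 45 uM arachidonic acid for 90 min at RT in 25 mM Hepes pH 7.5, 0.01% Triton X-100. Hydroperoxide detected by Fe-xylenol orange; 573/405 nm absorbance ratio.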
ALOX12 inhib: inhibitors of human 12-lipoxygenase (ALOX12); P18054; purified 12-hLO, xylenol orange hydroperoxide absorbance; Potency, µM (highest dose often 57.1 µM), for the others: at the highest dose activity change, negative = inhibition, usual class: inhibitors; 150,000 tested, 0.12% active; AID 1452; note: potency is the fitted concentration of half-maximal effect; nearly all actives have a fitted effect of over 55% in size; many of its hits are not listed in these tables
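Hydroperoxide formation by human 12-lipoxygenase from 40 uM arachidonic acid was followed colorimetrically via ferric-xylenol orange complex, using the 573/405 nm absorbance ratio. Enzyme concentration was 150 nM, with 30 min reaction at room temperature.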
PNC assembly inh: perinucleolar compartment assembly inhibition; 140,000 tested, 3.1% active; PC3M PTB-GFP, PNC prevalence imaging, 16 h; stronger effect = lower value; AID 2417; activity change (PNC), negative = inhibition, % at 10 µM;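 active = readout at or below -70, meaning at least 70% loss of cells showing the perinucleolar compartment, a nuclear body marking cancer cells; inconclusive = readout between -30 and a set limit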;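 note: plate controls were DMSO wells for no effect and camptothecin positive control wells for full effect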
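PC3M cells stably expressing PTB-GFP, 750–1000 cells/well, treated 16 h at 37 °C with compound (23 nl of library stock), in duplicate. After paraformaldehyde fixation and Hoechst stain, imaged at 20x; PNC prevalence scored by image analysis.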
An asterisk follows results filed as active; ? = inconclusive; . = no result given; & = joins results of further samples; [ ] = dose if it differs, or a comment. Unless noted, calls come from the whole dose curve; as a rule, active = well fitted curve in the direction sought with a large enough effect; inconclusive = small, poorly fitted or top-dose-only effect, or another doubt; inactive = no such curve, though single readings can be large; an effect the other way counts as inactive or inconclusive. Unless noted, % is set by controls: 0 for no effect and ±100 for the full control effect. This is a subset. The share of hits here may be higher or lower than overall.

IMPase inh,ALOX15B inhib,ALOX12 inhib,PNC assembly inh,canonical_smiles
.,8%,-1%,.,O=C(c1ccncc1)N1CCC2(CC1)CCN(c1ccccc1)CC2
1,39%[activator],-7%,-21,CCOc1cccc(C2c3c(oc4cc(C)c(C)cc4c3=O)C(=O)N2CCCN(C)C)c1 (stereo not given)
-4,1%,-3%,-20,NC(=O)CSc1ncc(-c2ccccc2)[nH]1
-10,-13%,-26%,11,CC(C)NC1=C(Cl)C(=O)c2ccccc2C1=O
.,.,-3%,-17,Cc1nc(SCc2ccc(O)c([N+](=O)[O-])c2)n[nH]1
-7,1%,-4%,-11,CCCNC(=O)c1[nH]c(C)c(C(C)=O)c1C
.,0%,-1%,.,COC(=O)CCCC(=O)OC
.,6%,2%,.,COc1ccccc1CNc1nc(-c2ccccc2CN(C)C)nc2ccccc12
9,3%,-3%,45,CCOC(=O)c1c(CN2CCOCC2)n(-c2ccccc2)c2cc(Br)c(O)c(CN(C)C)c12
6,-10%,-3%,4,CN(C)NC(=S)Nc1ccc2nc(-c3ccccn3)c(-c3ccccn3)nc2c1
0,.,0%,28,CCCNC(=O)C1=C(C)C(=O)OC12CCC(C)CC2 (stereo not given)
-3,22%,-9%,19,Cc1ccc(-c2n[nH]c3c2CCC3)cc1
-10,7%,-2%,24,O=C(COc1ccc(F)c(Cl)c1)c1ccc[nH]1
7,-25%,?,6,CC(C)C1N=C2c3ccccc3N=C(SCC(=O)c3ccc(O)c(O)c3)N2C1=O (stereo not given)
10,1%,1%,-7,COc1ccc(Cc2nnc(SCC(=O)N3CCc4ccccc4C3)o2)cc1
.,0%,-3%,.,COc1ccc(C(=O)N2CCC3(CCN(Cc4nccs4)CC3)CC2)cc1
.,.,2%,?,O=C(Nc1cccc(S(=O)(=O)Nc2ccccc2Cl)c1)c1ccc(Cl)nc1
3,9%,-9%,?,O=c1c2ccccc2nc2n1C1(CCCCC1)Cc1ccccc1-2
0,3%,2%,26,CCCC(CCC)C(=O)Nc1c[nH]c(=O)[nH]c1=O
1,6%,1%,0,Cc1[nH]nc2nc3c(c(OC(=O)c4ccccc4)c12)c(=O)n(C)c(=O)n3C
0,-1%,-12%,?,O=C(CSc1nnc(-c2ccco2)o1)c1ccc(F)c(F)c1
7,-9%,-3%,20,[O-]C1=N/[N+](=C/c2ccccc2Cl)CC1
.,.,2%,48,CCCCN1C(=O)c2ccc(C(=O)NCCN3C(=O)S/C(=C\c4cccnc4)C3=O)cc2C1=O
1,6%,-1%,-19,O=C(CN1CCN(c2ccccc2F)CC1)c1c[nH]c2ccc(F)cc12
.,.,3%,-26,Cc1ccsc1C(=O)c1sccc1C

Among those listed so far, these contain an aryl methoxy group:
IMPase inh,ALOX15B inhib,ALOX12 inhib,PNC assembly inh,canonical_smiles
.,6%,2%,.,COc1ccccc1CNc1nc(-c2ccccc2CN(C)C)nc2ccccc12
10,1%,1%,-7,COc1ccc(Cc2nnc(SCC(=O)N3CCc4ccccc4C3)o2)cc1
.,0%,-3%,.,COc1ccc(C(=O)N2CCC3(CCN(Cc4nccs4)CC3)CC2)cc1

The listing continues.
IMPase inh,ALOX15B inhib,ALOX12 inhib,PNC assembly inh,canonical_smiles
8,-3%,0%,14,O=C(O)C1C2CCC(O2)C1C(=O)NCCC1=CCCCC1 (stereo not given)
9,1%,0%,-25,CC(=O)NNc1nc(-c2ccccc2)c2cc(Br)ccc2n1
-5,4%,-15%,?,N#Cc1cc2cc3c(cc2nc1SCC(=O)OC1CCCCC1)OCO3
-5,-7%,0%,31,COc1ccc(C2CC(c3cccs3)=NN2c2nc(-c3ccccc3)cs2)cc1OC (stereo not given)
0,1%,5%,45,O=C(Nc1ccc(F)cc1)c1cccc(NC(=O)C2C3CC4OC(=O)C2C4C3)c1 (stereo not given)
7,1%,-6%,-13,CS(=O)(=O)N1N=C(c2ccc3nccnc3c2)CC1c1ccccc1 (stereo not given)
17,7%,-3%,?,O=C(CSc1nnnn1-c1ccccc1)N1CCc2ccccc21
3,-16%,8%,79,CC(/C=N/Nc1nnc(C)c(=O)[nH]1)=C\c1ccccc1
.,.,0%,?,COc1cc2c(cc1OC)CN(c1ccc([N+](=O)[O-])cc1C#N)CC2
.,2%,0%,.,COc1ccc(-c2oc3cc(O[C@@H]4OC(CO)C(O)C(O)C4O)c(OC)c(O)c3c(=O)c2OC)cc1O (stereo not given in full)
14,?,-14%,7,CCc1oc2ccccc2c1C(=O)CCN1CCCCC1
4,5%,10%,?,COc1ccc(/C=N/NC(=O)CSc2nnc(C)n2-c2ccccc2)c(OC)c1OC
?,.,3%,-100*,c1ccc(Nc2nc(N3CCNCC3)nc(N3CCOCC3)n2)cc1
-8,0%,-7%,.,O=c1[nH]c2cc([N+](=O)[O-])c([N+](=O)[O-])cc2[nH]c1=O
12,-2%,-4%,19,O=C(NCc1ccccc1)c1cnsn1
3,.,-2%,-5,O=C(COC(=O)C1CCN(/C=C/C(=O)C(F)(F)F)CC1)Nc1ccccc1
.,2%,-2%,.,CCNc1ncc2ncc(=O)n(C)c2n1
6,?,?,-23,Oc1ccc2ccccc2c1C=Nc1ccc(N2CCOCC2)cc1
1,-5%,1%,-11,O=C(CCCc1ccccc1)NCCN1CCOCC1
0,1%,7%,25,Cn1nc(CC(=O)NCc2ccc(F)cc2)c2ccccc2c1=O
.,-10%[11.4 µM],5%[11.4 µM],.,CC(=O)[C@@]1(N=Nc2ccc(S(N)(=O)=O)cc2)CCOC1=O
4,-3%,0%,-17,COc1ccc(Cl)cc1NC(=O)CCc1ccccc1
22,-4%,-5%,-6,C=CCn1c(SCC(=O)c2cccs2)nc2sc(CC)cc2c1=O
3,-1%,-2%,-26,Cc1cc(C)nc(NS(=O)(=O)c2ccc(NC(=O)c3ccc4c(c3)OCO4)cc2)n1
.,3%,4%,.,O=C(c1ccncc1)N1CCC2(CC1)CN(c1ccncc1)C2
.,.,0%,8,Cc1ccc(S(=O)(=O)n2cnc3cc([N+](=O)[O-])ccc32)c(C)c1
8,2%,-7%,-12,CCC(Sc1nnc(-c2ccc(C)c(Cl)c2)n1CC)C(=O)Nc1nccs1 (stereo not given)
21,-3%,1%,?,CCOC(=O)Cn1cc(C=O)c2ccccc21
0,-14%,-5%,51,Cc1cc2cc(CNC(=O)NC3CCCCC3)ccc2[nH]1
0,-3%,0%,-13,Cc1cc(C)n(C(=O)C(C)N2C(=O)c3ccccc3C2=O)n1 (stereo not given)
3,.,3%,24,O=C(CSc1ccc(Cl)cc1)Nc1ccccc1Oc1ccccc1
8,0%,2%,8,COc1ccccc1CNC(=O)c1ccc(S(=O)(=O)N(C)C)cc1
23,-9%,0%,2,COc1ccc(CCN=C2SCC(=O)N2C)cc1OC
14,-15%,-10%,27,CCOc1ccc(C2=Nn3c(nnc3-c3ccc(OC)cc3)SC2)cc1
-7,-4%,-2%,-10,CCOC(=O)c1cccc(NC(=O)CN2C(=O)C3C4C=CC(C4)C3C2=O)c1 (stereo not given)
.,.,-3%,-24,COc1cccc(Cn2c(OCC3CCCO3)nc3c2c(=O)n(C)c(=O)n3C)c1 (stereo not given)
-5,18%,4%&5%,-27,NCCCC(=O)O
4,-2%,0%,34,CCSc1nnc2c(Cl)cc(Cl)cn12
-6,.,-4%,7,COC(=O)c1c(NC(=S)Nc2ccc(F)cc2[N+](=O)[O-])sc2c1CCCCC2
.,.,1%,17,Cc1ccccc1N1C(=O)CC1(C#N)c1ccc(OCc2ccccc2)cc1 (stereo not given)
5,-2%,-3%,9,C=CCSC1=C(C#N)C(c2ccccc2OC)CC(=O)N1 (stereo not given)
-5,-4%,-5%,4,CCOC(=O)C1CCCN(C(=O)c2sc3nc(-c4ccccc4)cn3c2C)C1 (stereo not given)
5,-3%,-2%,36,O=C(O)c1nn(-c2ccccc2)nc1-c1nn(-c2ccccc2)nc1C(=O)O
-9,-22%,0%,-24,COc1ccc(/C=N/n2c(N)c(S(=O)(=O)c3cccs3)c3nc4ccccc4nc32)cc1OC
2,11%,-4%,49,CSc1ccccc1NC(=O)CN(Cc1ccccc1)S(C)(=O)=O
.,.,3%,45,Cc1ccc(CNC(=O)COC(=O)CCCOc2ccc(Cl)cc2Cl)cc1
-1,17%,4%,56,O=C(c1ccccc1)c1ccc(N2CCNCC2)cc1
.,.,-3%,?,CC1(C)CC(=O)C(C(c2cccc([N+](=O)[O-])c2)C2C(=O)CC(C)(C)CC2=O)C(=O)C1
7,-13%,-5%,-1,CCOC(=O)NC(CC(=O)O)c1ccc(OCC)cc1 (stereo not given)
.,0%,-2%,.,COc1c2c(cc3occ(-c4ccc5c(c4)OCO5)c(=O)c13)OC(C)(C)C=C2

Continued:
IMPase inh,ALOX15B inhib,ALOX12 inhib,PNC assembly inh,canonical_smiles
-2,1%,-3%,-19,CC1(C)CC(=O)c2sc(NS(C)(=O)=O)nc2C1
-10,.,-1%,35,Cc1nn(C(C)C(=O)N2CCOCC2)c(C)c1[N+](=O)[O-] (stereo not given)
.,.,2%,40,O=C(Nc1nc(-c2ccc3c(c2)Cc2ccccc2-3)cs1)c1ccccc1
.,54%[activator],-22%,.,COc1ccccc1-c1nc(NCc2ccccc2)c2ccccc2n1
-7,3%,0%,-24,O=C(NCc1ccco1)C1CCC(CNS(=O)(=O)c2cccc3cccnc23)CC1 (stereo not given)
0,6%,-1%,-7,COC(=O)CCC(=O)Nc1ccc(NC(C)=O)cc1
13,0%,-7%,?,COc1ccc(CCNC(=O)c2noc3c2CCCC3)cc1OC
17,0%[2.29 µM],4%,-25,N#C/C(C(=O)N1CCOCC1)=C1\Nc2ccccc2S1
-15,4%,-1%,-17,COCCCNc1oc(-c2ccccc2F)nc1C#N
9,-14%,-4%,?,CC(=O)N1CCc2cc(C(=O)CN3CCN(C(=O)c4ccco4)CC3)ccc21
12,.,-3%,?,Cc1cccc(N2CN(Cc3cccnc3)CNC2=S)c1
?,-4%,-3%,15,COc1ccc2[nH]c(=O)c(CN(C(C)=O)C3CCCCC3)cc2c1
7,-1%,-8%,26,c1ccc(CSc2nncn2-c2ccccn2)cc1
0,-6%,-6%,54,O=[N+]([O-])c1ccc(N2CCN(S(=O)(=O)c3ccc(Cl)cc3)CC2)cc1NCC1CCCO1 (stereo not given)
-4,-9%,4%,-15,O=C(NCC(=O)N(c1cccnc1)C(C(=O)NC1CCCC1)c1ccco1)c1cccs1 (stereo not given)
-7,-7%,9%,0,COc1cc(-c2nnc(Sc3ccc(C(F)(F)F)cc3[N+](=O)[O-])o2)cc(OC)c1OC
7,2%,-6%,-6,CCc1ccc(NC(=O)C2CCN(S(C)(=O)=O)CC2)cc1
5,7%,-1%,35,CCN1C(=O)N(C)C(N(O)C(=O)NC)C1(C)C (stereo not given)
.,-2%,-3%,.,CCCCCCN(C(=O)CCCCCN1C(=O)NC(c2ccc(C3CCCCC3)cc2)C(C(=O)OCc2ccccc2)=C1C)C(C(=O)NCCCC)c1ccc(OCC(=O)OC)c(C(=O)OC)c1 (stereo not given)
17,0%,-5%,-24,Cc1cc(N2CCN(c3ccccc3)CC2)n2nnnc2n1
-2,-7%,-7%,-22,O=C(/C=C/c1cccc([N+](=O)[O-])c1)NCc1cccnc1
15,8%,1%,-7,O=C(C1CCCN(S(=O)(=O)c2cccs2)C1)N1CCN(C2CCCCC2)CC1 (stereo not given)

Structural class, the entries above with bromine
IMPase inh,ALOX15B inhib,ALOX12 inhib,PNC assembly inh,canonical_smiles
9,3%,-3%,45,CCOC(=O)c1c(CN2CCOCC2)n(-c2ccccc2)c2cc(Br)c(O)c(CN(C)C)c12
9,1%,0%,-25,CC(=O)NNc1nc(-c2ccccc2)c2cc(Br)ccc2n1
